# Compound activity from PubChem BioAssay.
# TAAR1 antag: human TAAR1 antagonism | Q96RJ0 | CHO RD-HGA16 TAAR1, Fluo-8 calcium fluorescence, antagonist | inhibition, % at 3 µM | actives 1.5% (n = 360,000) | AID 624466;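 active = inhibition above a per-plate cutoff, the mean inhibition of test compounds on that plate plus 3 SD, cut at about 49% in these data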;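 note: 0% = DMSO plus EC80 beta-PEA response and 100% = DMSO alone without agonist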
# Target sequence (Q96RJ0 whole entry, looked up): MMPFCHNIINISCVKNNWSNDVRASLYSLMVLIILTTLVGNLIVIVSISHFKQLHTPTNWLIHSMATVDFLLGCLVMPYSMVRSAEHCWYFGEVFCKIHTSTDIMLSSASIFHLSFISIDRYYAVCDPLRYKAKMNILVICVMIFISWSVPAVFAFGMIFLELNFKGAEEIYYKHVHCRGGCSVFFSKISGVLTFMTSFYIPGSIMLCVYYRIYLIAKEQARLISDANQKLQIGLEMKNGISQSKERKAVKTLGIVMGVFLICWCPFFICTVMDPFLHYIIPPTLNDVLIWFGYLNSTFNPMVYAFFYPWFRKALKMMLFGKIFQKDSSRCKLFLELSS
#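 Test system: CHO RD-HGA16 cells bearing hTAAR1 | Reagent: β-PEA, EC80 | Compound dosing: 3 µM, single point | Schedule: Dye loading 75 min at 37 °C, then 30 min room temperature | Signal: Calcium fluorescence with Fluo-8 | Evaluation: Percent inhibition of PEA-evoked calcium signal, max/basal emission ratio | Control set: DMSO-only wells and EC80 β-PEA-stimulated wells | Repeats: Singlicate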
# CHRM4 PAM: positive allosteric modulators of human muscarinic M4 receptor; actives 0.4% (n = 360,000); activation, % at 3 µM; CHO-K1 hM4/Gqi5, Fluo-8 calcium fluorescence, ACh EC20; 0% = ACh EC20, 100% = maximal ACh;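 active = activation above its plate's cutoff, the mean activation of sample wells plus 3 SD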; note: some results filed as inactive read as strong as hits
# TAAR1 agonist: agonists of human TAAR1; AID 624467; activation, % at 3 µM; actives 0.99% (n = 360,000); CHO RD-HGA16 TAAR1, Fluo-8 calcium fluorescence; vehicle wells 0%, saturating PEA agonist 100%; Q96RJ0;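 active = activation above the mean activation of all test compounds in the run plus 3 SD, cut at about 38% in these data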
#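 Test system: RD-HGA16 (CHO) cells co-expressing Gα16 and hTAAR1 | Doses: Single dose, 3 µM | Schedule: 17-24 h seeding, 75 min 37 °C dye, 30 min RT | Evaluation: % activation from peak over basal fluorescence ratio, DMSO-to-PEA scaled | Technique: Kinetic Fluo-8 calcium fluorescence | Benchmarks: Low control DMSO, high control PEA (EC100)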
# CRFBP-R2 block: antagonists of CRF-binding protein/CRF-R2 receptor complex | HEK293 CRF-R2/CRF-BP, CRF-induced calcium fluorescence | inhibition, % at 11.8 µM | actives 0.59% (n = 350,000) | AID 588475;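 active = inhibition of the ligand-induced calcium signal above about 50% at the single tested concentration, limit read from the data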
# M5 ag: agonists of human muscarinic M5 receptor (CHRM5) | P08912 | CHO-K1 hM5 cells, Fluo-8 calcium fluorescence; 0% DMSO wells, 100% maximal acetylcholine response | activation, % at 3 µM | actives 0.19% (n = 360,000) | AID 624037;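 active = activation above the run's mean over test compounds plus 3 SD, cut at about 23% in these data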;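 note: signal is peak over basal fluorescence ratio across the kinetic read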
# Target sequence (P08912 whole entry, looked up): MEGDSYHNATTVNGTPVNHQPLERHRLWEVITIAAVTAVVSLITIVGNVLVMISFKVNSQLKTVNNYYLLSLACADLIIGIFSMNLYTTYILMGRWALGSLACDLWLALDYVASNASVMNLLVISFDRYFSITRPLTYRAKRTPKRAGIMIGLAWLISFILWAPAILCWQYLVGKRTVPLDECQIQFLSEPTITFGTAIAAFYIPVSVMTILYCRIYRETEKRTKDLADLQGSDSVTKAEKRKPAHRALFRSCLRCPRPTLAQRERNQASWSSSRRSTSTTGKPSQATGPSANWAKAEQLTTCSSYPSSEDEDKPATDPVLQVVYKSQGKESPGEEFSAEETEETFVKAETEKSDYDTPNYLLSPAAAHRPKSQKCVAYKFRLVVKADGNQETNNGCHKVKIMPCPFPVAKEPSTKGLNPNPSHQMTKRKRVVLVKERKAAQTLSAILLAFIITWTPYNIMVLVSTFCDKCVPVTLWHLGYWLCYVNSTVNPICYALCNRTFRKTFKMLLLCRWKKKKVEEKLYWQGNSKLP
# M5 antag: antagonists of human muscarinic M5 receptor (CHRM5). P08912. CHO-hM5 cells, Fluo-8 calcium fluorescence, ACh EC80. inhibition, % at 3 µM. actives 0.59% (n = 360,000). AID 624040;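 active = inhibition above a per-plate cutoff, the mean of that plate's test compounds plus 3 SD, cut at about 27% in these data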;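 note: 0% = acetylcholine EC80 with DMSO and 100% = DMSO without agonist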
# M1 PAM parental: M1 PAM counterscreen hit in parental CHO-K1 cells | ATP EC20, Fluo-8 calcium fluorescence; 0% at ATP EC20, 100% at ATP max | activation, % at 3 µM | actives 0.02% (n = 360,000) | AID 602247;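 active = activation above the run cutoff, the mean activation of all test compounds plus 3 SD, cut at about 40% in these data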;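 note: peak over basal fluorescence ratio in a 140 s read after ATP addition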
# M5 PAM: potentiates acetylcholine response at human M5 receptor; activation, % at 3 µM; CHO-K1 hM5, Fluo-8 calcium, ACh EC20 PAM; 0% = ACh EC20, 100% = ACh EC100; P08912; actives 0.3% (n = 360,000);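 active = activation above the run cutoff, the mean activation of all test compounds plus 3 SD, cut at about 18% in these data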
#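 Assay system – human M5 receptor in CHO-K1 cells · Read-out – % activation, ACh-normalized · Technique – Fluo-8 calcium fluorescence · Dosing – single-point, 3 µM nominal · Incubation – Fluo-8 loading 80 min at 37 °C plus 30 min room temperature · Repeats – singlicate, one well per test compound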
# CRFBP-R2 agonist: agonists of human CRF-binding protein/CRF-R2 receptor complex. HEK293 CRF-R2/CRF-BP, calcium dye fluorescence (FLIPR); percent of saturating CRF peptide response. activation, % at 13.2 µM. actives 0.46% (n = 350,000). AID 588473;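 active = activation of at least 50%, plus an integration ratio under a set limit after plate pattern correction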;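 note: plate controls were neutral control wells without compound for no effect and CRF at EC100 for full effect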
# * = called active by the depositor; . = no result given.
# Every second line gives: TAAR1 antag, CHRM4 PAM, TAAR1 agonist, CRFBP-R2 block, M5 ag, M5 antag, M1 PAM parental, M5 PAM, CRFBP-R2 agonist
O=C(O)c1ccc(S(=O)(=O)c2ccc3c(c2)C(=O)N(NC(=O)c2ccccc2)C3=O)cc1
→ -6, 1, 7, -1, -2, 0, 7, -8, 0.0
Cc1nn2c3ccccc3nc2n(C)c1=O
→ 7, -3, 9, 83*, -3, -1, 24, -1, -4.8
Cc1cc(NC(=O)COC(=O)Cn2c(C)csc2=O)ccc1Br
→ -7, -4, 6, -2, 5, -6, 18, 0, 1.3
C[C@H]1CN([C@@H](C)CO)S(=O)(=O)c2ccc(-c3cncnc3)cc2O[C@H]1CN(C)C(=O)NC1CCCC1
→ 3, 7, 1, 1, 0, -6, -7, 3, 0.3
O=C(CN(CC1CCCO1)S(=O)(=O)c1ccc(S(=O)(=O)NC2CC2)cc1)Nc1ccccc1 (stereo not drawn)
→ 8, 2, 5, -3, -5, -9, 20, -4, -2.1
CCC(=O)c1c(NC(CC)CO)cc(C)oc1=O (stereo not drawn)
→ -12, 1, 2, -7, -1, 8, 19, -1, 1.2
CC(C)=CCC/C(C)=C/CC/C(C)=N/O
→ -4, 4, 8, -3, -1, 2, 12, -2, -0.1
O=C(COc1ccc(S(=O)(=O)N2CCOCC2)cc1Cl)NCCN1CCOCC1
→ -23, -2, 0, -1, -1, 11, 18, 0, 0.4
COc1ccc(N2C(=O)CC2(/C=C/c2ccccc2OC)C(=O)NC2CCCC2)cc1 (stereo not drawn)
→ -5, 2, 5, 26, -4, 2, 6, 0, -1.9
CC(O)CNc1nc(NCc2ccccc2)c2cnn(C)c2n1 (stereo not drawn)
→ -28, -2, 9, -3, 7, -6, -6, -1, -0.3
CCn1c(CSCc2ccc(Cl)cc2)nnc1SCC(=O)Nc1cccc(C(=O)O)c1
→ -8, 3, -1, 0, -2, 1, 20, 4, 3.2
O=C(Nc1nc(-c2ccccn2)cs1)C1CC1
→ 5, 1, 0, -11, -1, -1, 5, -6, 2.3
CCc1ccc(OCC(=O)NN2Cc3ccccc3C2=N)cc1
→ -7, -4, 1, -2, -2, 12, 14, -2, 1.1
C=CCN(C(=O)c1cc(C)cc(C)c1)C1(C(=O)Nc2ccccc2)CCN(C(C)C)CC1
→ 3, 7, -2, 3, -10, 6, 16, 1, 0.7
CNC(=S)/N=C/NOCc1c(Cl)cccc1Cl
→ -11, 9, 2, 18, -2, 23, -4, -11, -1.6
Cc1cc(NC(c2ccc(Cl)cc2)c2ccc3cccnc3c2O)no1 (stereo not drawn)
→ 12, 6, 3, -1, -6, 10, 14, -4, -0.6
Cn1ncc(Br)c1C(=O)Nc1ccc(Cl)cn1
→ 1, 6, 3, 11, 1, -1, 16, 3, -0.4
COc1ccc(C(=O)CN(CCC(=O)O)S(=O)(=O)c2ccc([N+](=O)[O-])cc2)cc1
→ 12, 11, 8, -5, 2, 9, 21, -5, 0.3
CC(C)=CCC[C@H](C)CC1Cc2[nH]c(=S)[nH]c(=O)c2C(c2ccc(F)cc2)O1 (stereo partly drawn)
→ -34, 5, -1, ., 3, -2, -6, -1, .
C=CCNC(=O)COC(=O)c1ccc(Cl)c(S(=O)(=O)N(Cc2ccccc2)c2ccccc2)c1
→ -18, -3, 3, -10, 3, 1, 3, -6, 0.5
O=C(Nc1ccc(C(=O)O)cc1)/C(=C\c1ccc([N+](=O)[O-])cc1)NC(=O)c1ccco1
→ 3, 2, 1, 9, -1, 1, 12, 0, -0.2
CCOc1ccc(CCNC(=O)COC(=O)CNS(=O)(=O)c2ccc(NC(C)=O)cc2)cc1OCC
→ 5, 9, 1, -1, -2, 3, 16, 5, 0.6
FC(F)(F)c1cc(-c2ccco2)nc(N2CCN(Cc3ccccc3)CC2)n1
→ 8, 6, 0, -16, -3, 2, -2, -4, -0.6
COc1ccc(C(=O)Nc2ccc(OC)c(OC)c2)cc1
→ 3, 1, 9, 34, -1, -7, 22, 5, -4.9
COc1ccc(C(=O)NC2=Nc3ccccc3N=C(C)C2c2ccccc2)cc1 (stereo not drawn)
→ 10, 0, 0, 29, -1, -8, -14, 10, -0.9
CC(=O)Nc1cccc(OCCCNC(=O)C2CCC2)c1
→ 2, -4, 0, -2, 2, -3, 5, 4, -0.1
O=C(OCCc1cc2ccccc2c(=O)o1)N1CCOCC1
→ 13, 6, 8, -1, 6, -5, -7, 5, 1.3
O=C(NCCC1=CCCCC1)C1CCCN(c2nc3ccccc3o2)C1 (stereo not drawn)
→ 26, 0, 8, -7, 0, -6, 8, -5, -0.2
O=C(NC1CS(=O)(=O)CC1NCc1ccccc1)c1ccccc1 (stereo not drawn)
→ -5, 7, 2, -1, -4, -4, 12, 8, 0.7
NC(=O)c1ccc(NC(=O)COc2cccc3ccccc23)cc1
→ 12, 5, 6, 1, 8, 0, 12, -1, -3.7
CC(C)c1nnc(NC(=O)CC(=O)Nc2ccccc2C(=O)O)s1
→ 14, -2, 2, -2, 1, -3, 6, 2, -1.6
CCN1C(=O)N(c2ccc(Cl)cc2)C(C)=CC1(C)C
→ -8, 6, -1, -3, -4, -4, 16, -2, 0.8
CCCCC(=O)Nc1nc(C)c(-c2csc(Nc3ccccc3OC)n2)s1
→ -7, -3, 3, -3, 1, 8, -7, -13, 0.0
CCCc1cc(=O)n2[nH]c(SCc3ccccc3)nc2n1
→ -7, 10, 7, -11, 0, -6, 16, 7, 1.4
C[C@@H]1CCCCO[C@H](CN(C)S(=O)(=O)c2ccc(F)cc2)[C@@H](C)CN([C@H](C)CO)C(=O)c2cc(NC(=O)Nc3ccc(C(F)(F)F)cc3)ccc2O1
→ 0, -1, 0, -3, 1, 13, 12, -4, 0.4
Cc1nc(Nc2ccc(S(N)(=O)=O)cc2)sc1-c1ccccc1
→ 22, 7, 10, -10, 6, -1, 14, 12, -2.1
CC(=O)c1ccc(OCCCC(=O)N2CCN(S(=O)(=O)c3ccc(C)cc3C)CC2)cc1
→ 20, -12, 7, 4, 0, 4, 7, -14, -0.5
Cc1cc(C)n2c(SCc3cccs3)nnc2n1
→ -7, -3, 18, 2, 0, 0, 17, 3, -6.5
CCCNC(=O)c1c(CSc2ccccc2)noc1C(=O)NCc1ccccc1
→ -7, 1, 2, -5, -6, 14, 2, -4, 0.2
COc1ccc(NC(=O)CN(C)C(=O)c2ccc(S(=O)(=O)Nc3ccccc3F)cc2)cc1
→ 3, 1, 6, -9, 4, -2, 6, 2, 0.5
CN(CC(=O)Nc1cccc(F)c1)C(=O)C1CCC(C(=O)N(C)CC(=O)Nc2cccc(F)c2)CC1 (stereo not drawn)
→ 1, 6, 19, 0, -3, 10, 14, -2, -0.2
COc1cc(/C=N/NC(=O)c2cccc(S(=O)(=O)N3CCCC3)c2)ccc1O
→ -1, -4, 3, 10, -1, -12, -3, 5, 0.2
Cc1ccc(S(=O)(=O)Cn2nnnc2C(CC(C)C)N2CCN(C3CCCC3)CC2)cc1 (stereo not drawn)
→ -8, -14, 8, -6, 0, 10, -7, 1, 0.5
CC1(C(=O)NCC2CC2)Cc2c(-c3cccc(C(N)=O)c3)ccnc2O1 (stereo not drawn)
→ -2, 1, 1, ., 0, 1, 18, -1, .
CSc1nc(C)cc(SCC(=O)Nc2ccccc2)n1
→ 18, 3, 7, 16, 2, 6, 6, -2, -1.1
CCOC(=O)N1CCC(N(C(=O)Nc2ccccc2)C(C)CC)CC1 (stereo not drawn)
→ -11, -21, 7, 13, -3, 9, 1, -4, -0.4
Nc1cccc2c1C(=O)N(CCOc1ccccc1F)C2=O
→ -11, -1, 3, -8, -3, -5, 13, -1, 12
c1ccc(-n2c(-c3cccs3)nc3nc4ccccc4nc32)cc1
→ 8, 0, 4, -24, 1, 0, 21, -5, 0.5
Cc1ccc(S(=O)(=O)c2ncccc2N)cc1
→ -3, 0, 9, 5, -4, -2, 10, 4, 0.2
Cc1ccc(NC(=O)c2cc(Cl)ccc2[N+](=O)[O-])cc1C
→ 3, -2, -2, 22, -9, 8, 25, -7, -1.2
CC(=O)c1cc2c(cc1NC(=O)CSc1nc3ccc(C)cc3[nH]1)OCO2
→ 8, -8, 1, 11, -1, 1, 20, -6, 1.3
COCCNc1nc(-c2ccc(OC)cc2C)c2sc(-c3ccccc3)cc2n1
→ 22, 3, 1, ., -2, 0, -6, -4, .
COc1ccc(-c2csc(NC(=O)Cc3cc(OC)c(OC)c(OC)c3)n2)cc1OC
→ 9, -6, 16, -2, 6, 10, -4, -1, -1.6
C(=Cc1nc2ccccc2o1)c1ccc2c(c1)OCO2
→ -6, 5, -2, -7, -2, 12, -19, -6, 5.8
O=C(CCCN1C(=O)c2ccccc2C1=O)Oc1ccc(Cl)cc1
→ 23, -1, 3, 19, -6, -14, 15, 2, 3.7
C=CCn1c(CSc2ccc(C)cc2)n[nH]c1=S
→ 1, 13, -1, 5, -4, 1, 12, 1, -0.5
CC1(C(=O)NCC2CC2)Cc2c(-c3ccccc3)ccnc2O1 (stereo not drawn)
→ -8, 2, 2, ., 0, 0, 9, -4, .
CCOc1cc(/C=C/C(=O)c2ccc(O)cc2)ccc1OCC(=O)N(C)C
→ 21, 0, 4, 12, 4, -2, 23, -7, -0.9
CCOc1ccc(-c2cc(NC(=O)Cn3ncc4c3-c3ccccc3OC4)on2)cc1OCC
→ -12, -1, 0, 10, -1, -1, 14, -5, 0.0
COc1ccc(C(=O)CCC(=O)N2CCN(c3ccc([N+](=O)[O-])cc3)CC2)cc1
→ -1, -9, 1, -4, 3, 7, -15, -4, 0.2

# Structures listed so far that contain bromine:
# Every second line gives: TAAR1 antag, CHRM4 PAM, TAAR1 agonist, CRFBP-R2 block, M5 ag, M5 antag, M1 PAM parental, M5 PAM, CRFBP-R2 agonist
Cc1cc(NC(=O)COC(=O)Cn2c(C)csc2=O)ccc1Br
→ -7, -4, 6, -2, 5, -6, 18, 0, 1.3
Cn1ncc(Br)c1C(=O)Nc1ccc(Cl)cn1
→ 1, 6, 3, 11, 1, -1, 16, 3, -0.4

# New compounds follow
# Every second line gives: TAAR1 antag, CHRM4 PAM, TAAR1 agonist, CRFBP-R2 block, M5 ag, M5 antag, M1 PAM parental, M5 PAM, CRFBP-R2 agonist
O=C(/C=C/c1cccc([N+](=O)[O-])c1)N1CCOCC1
→ -18, -2, 2, -2, 0, -3, -10, 1, 0.4
CCOc1nc2cnccc2n(CC(=O)Nc2cccc(C)c2)c1=O
→ -8, 4, 2, -1, -4, 5, 18, -4, -1.5
CCN(c1cccc(C)c1)S(=O)(=O)c1cn(CC(=O)OC)c2ccc([N+](=O)[O-])cc12
→ -21, -5, 2, 12, -5, 0, 3, -4, -0.6
O=C(COC(=O)c1cccc(Br)c1)Nc1ccc2[nH]c(=O)[nH]c2c1
→ -14, -7, 3, 5, 2, 16, -15, -7, -0.8
CCOc1ccccc1-c1nc2c([nH]1)c(=O)n(C)c(=O)n2C
→ 3, 12, 1, -6, 2, -6, 14, 2, 1.2
